# GAA glycogen = GAA glycogen-cleavage inhibition or activation; P10253; recombinant GAA, glycogen substrate, Amplex Red glucose oxidase fluorescence; Potency, µM (series often up to 76.4 µM), without a hit: top-dose activity change, negative = inhibition, usual class: inhibitors; actives 0.38% (n = 300,000); AID 2100;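 further: 0% = full enzyme reaction and -100% = no-enzyme basal signal; the screen sought inhibitors and activators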
#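 Recombinant enzyme (4 nM final) with compounds titrated up to 77 uM and bovine liver glycogen (30 ug) in citrate pH 5.0, 0.01% Tween-20, 37 C 40 min. Released glucose detected by Amplex Red/glucose oxidase (Ex 573/Em 610); AC50 from Hill fits.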
# RGS12 GoLoco inh = inhibitors of human Gai1-RGS12 GoLoco interaction (red fluorophore); Potency, µM (top dose mostly 61.6 µM), for inactives: at the top dose activity, negative = inhibition, usual class: inhibitors; Gai1:RGS12 GoLoco peptide FP, rhodamine, 10 min; actives 0.44% (n = 230,000); AID 880; P63096; active means well fitted inhibition curve with a large enough effect, not every such curve was filed as active; inactive means no such curve, though single readings can be large or run the other way; further: on the % scale 0 is the no-effect control and ±100 the full control effect; nearly all actives have a fitted effect of over 30% in size; many of its hits are not listed in these tables
# Target sequence (P63096 whole entry, looked up): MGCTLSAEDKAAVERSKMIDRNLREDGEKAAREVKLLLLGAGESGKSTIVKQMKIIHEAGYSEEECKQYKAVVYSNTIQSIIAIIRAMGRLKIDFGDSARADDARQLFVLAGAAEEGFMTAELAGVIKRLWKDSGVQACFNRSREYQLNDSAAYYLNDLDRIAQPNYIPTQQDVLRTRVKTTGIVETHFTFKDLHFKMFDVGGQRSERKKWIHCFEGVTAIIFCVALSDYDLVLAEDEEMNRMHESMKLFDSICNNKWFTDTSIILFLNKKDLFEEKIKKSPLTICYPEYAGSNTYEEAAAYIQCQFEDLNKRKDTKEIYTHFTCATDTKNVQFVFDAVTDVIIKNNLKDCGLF
# GAA spleen mod = lysosomal alpha-glucosidase (human) modulation. Potency, µM (series often up to 79.9 µM), for the others: at the highest dose activity change, negative = inhibition, actives largely listed as inhibitors. actives 0.006% (n = 240,000). P10253. human spleen homogenate, 4-MU-alpha-glucoside fluorescence. AID 2112;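 further: 0% = enzyme with vehicle and -100% = no enzyme basal signal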
#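 AC50 values come from Hill-equation fits of concentration-response data, normalized to no-enzyme and full-activity controls. Enzyme source: 1 ug human spleen homogenate; 1 mM fluorogenic 4-MU glucoside, pH 5.0 citrate buffer, 37 C, 40 min.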
# ALDH1A1 block = ALDH1A1 (human) enzyme inhibition; P00352; Purified ALDH1A1, NADH fluorescence, propionaldehyde substrate; Potency, µM (highest dose often 75.3 µM), for inactives: top-dose activity, negative = inhibition, hits mostly inhibitors; actives 7.3% (n = 220,000); active means well fitted inhibition curve with a large enough effect, not every such curve was filed as active; inconclusive means small, poorly fitted or top-dose-only effect, or another doubt; inactive means no such curve, though single readings can be large or run the other way;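 further: plate controls were no enzyme wells and a reference inhibitor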
# GAA inhib = alpha-glucosidase (human) inhibition; P10253; purified human GAA, 4-MU-alpha-glucoside fluorescence; Potency, µM (top dose mostly 76.9 µM), inactives show top-dose activity change, negative = inhibition, hits mostly inhibitors; actives 0.005% (n = 200,000); AID 1466;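 further: plate controls were uninhibited enzyme wells for no effect and no-enzyme background for full effect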
#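 Endpoint fluorogenic read: 20 min room-temperature reaction of 4 nM human alpha-glucosidase with 400 uM 4-methylumbelliferyl-alpha-D-pyranoside, pH 5.0, quenched with 1M NaOH/1M glycine pH 10. AC50 from Hill modeling.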
# aGal spleen mod = alpha-galactosidase A (human) modulation; human spleen homogenate, 4MU-alpha-Gal fluorescence, 40 min; actives 0.008% (n = 240,000); Potency, µM (series often up to 80 µM), without a hit: at the highest dose activity change, negative = inhibition, usual class: inhibitors;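 further: 0% = enzyme with vehicle and -100% = no enzyme basal signal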
# Target sequence (P06280 32-429 limits assumed): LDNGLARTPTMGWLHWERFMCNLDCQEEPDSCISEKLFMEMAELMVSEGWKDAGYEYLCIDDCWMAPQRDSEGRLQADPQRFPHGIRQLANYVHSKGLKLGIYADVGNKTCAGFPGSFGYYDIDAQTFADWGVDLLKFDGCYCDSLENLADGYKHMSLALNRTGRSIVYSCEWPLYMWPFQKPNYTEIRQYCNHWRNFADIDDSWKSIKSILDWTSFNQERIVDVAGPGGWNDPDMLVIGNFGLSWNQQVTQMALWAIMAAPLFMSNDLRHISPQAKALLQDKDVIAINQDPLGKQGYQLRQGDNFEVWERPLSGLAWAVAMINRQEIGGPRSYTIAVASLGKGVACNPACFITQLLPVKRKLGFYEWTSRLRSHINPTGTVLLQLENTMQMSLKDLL
#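 qHTS titration in buffer at pH 5.0. Alpha-galactosidase activity in spleen homogenate was measured via 4-methylumbelliferone release from 1 mM fluorogenic substrate after 40 min at 37C and a pH 10 stop. AC50 came from Hill fits of control-normalized data.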
# SMN2 splice enh = increases expression of the SMN2 splice variant; AID 1458; Potency, µM (doses to about 46.1 µM), inactives show top-dose activity change, positive = activation, usual class: activators; actives 2.8% (n = 210,000); HEK293 SMN2-luciferase splicing reporter, luminescence, 30-36 h; further: % of control where 0% means no effect; nearly all actives have a fitted effect of over 55% in size
#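 HEK293 cells carry an SMN2 minigene-luciferase reporter in which exon 7 inclusion puts luciferase in frame. Cells were seeded at 2000 cells/well, attached for 10-12 hours, then exposed to compounds for 30-36 hours at 37C before ONE-Glo luminescence.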
# JMJD2E inh = JMJD2E (human) inhibition | JMJD2E catalytic domain, FDH-coupled NADH fluorescence (FDH is formaldehyde dehydrogenase) | Potency, µM (doses to about 57.1 µM), inactives show top-dose activity change, negative = inhibition, hits mostly inhibitors | actives 1.6% (n = 230,000) | AID 2147; active means well fitted inhibition curve with a large enough effect, not every such curve was filed as active; inconclusive means small, poorly fitted or top-dose-only effect, or another doubt; inactive means no such curve, though single readings can be large or run the other way;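 further: 0% = wells with enzyme and -100% = buffer wells without enzyme; nearly all actives have a fitted effect of over 50% in size; many of its hits are not listed in these tables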
# Target sequence (B2RXH2 1-337 limits assumed): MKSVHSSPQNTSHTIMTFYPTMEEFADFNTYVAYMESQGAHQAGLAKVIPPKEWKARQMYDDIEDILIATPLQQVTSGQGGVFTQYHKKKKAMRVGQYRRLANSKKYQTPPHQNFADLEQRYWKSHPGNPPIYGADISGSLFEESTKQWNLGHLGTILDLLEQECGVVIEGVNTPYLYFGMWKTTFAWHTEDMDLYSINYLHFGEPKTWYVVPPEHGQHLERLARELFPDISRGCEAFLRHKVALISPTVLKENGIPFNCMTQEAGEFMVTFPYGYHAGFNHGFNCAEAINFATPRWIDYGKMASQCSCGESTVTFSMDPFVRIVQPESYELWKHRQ
# Starred values were filed as active, the others as inactive; ? = inconclusive; nt = no result given; & = joins results of further samples; [ ] = remark or other dose. Unless noted, the call rests on the fitted dose curve; in most records, active means well fitted curve in the direction sought with a large enough effect; inconclusive means small, poorly fitted or top-dose-only effect, or another doubt; inactive means no such curve, though single readings can be large; an effect the other way counts as inactive or inconclusive. Potency means the concentration at half of the fitted maximal effect. Some of the compounds tested; the hit share may differ from the screen's.
# The line under a structure holds: GAA glycogen, RGS12 GoLoco inh, GAA spleen mod, ALDH1A1 block, GAA inhib, aGal spleen mod, SMN2 splice enh, JMJD2E inh
O=S(=O)(Nc1ccc(-c2nc3ccccc3o2)cc1)c1ccccc1
    -3%, 3%, 6%, -2%, 6%, 6%, 2%, 5%
Cc1ccc(S(=O)(=O)CC(O)COc2ccc(C#N)cc2)cc1 (stereo not given)
    11%, 10%, -1%, ?, 0%, -5%, -14%, -4%
S=C(NCc1ccccc1)NCc1cccc(CNC(=S)NCc2ccccc2)c1
    -4%, 2%, -5%, ?, -8%[15.4 µM], -9%, 2%, -6%
CN(C(=O)COC(=O)c1cccnc1Nc1cccc(C(F)(F)F)c1)C1CCS(=O)(=O)C1 (stereo not given)
    13%, 1%, 8%, 4%, -9%, 15%, 1%, -9%
CC#CC[N+](C)(C)CCCCCCCCCCCC
    2%, -15%, -16%, -3%, 4%, -28%, -71%[inhibitor], 0%
CC(=O)Nc1n[nH]c(S(=O)(=O)Cc2ccc(Cl)cc2Cl)n1
    9%, -15%, 6%, 0%, -6%, 10%, -2%, 0%
Cc1cc(C)cc(NC(=O)NC(C)C2CCCO2)c1 (stereo not given)
    -1%, 5%, -6%, 2%, ?, -25%, nt, -4%
O=C(NNC1CC(=O)N(c2ccc(Cl)cc2)C1=O)c1ccccn1 (stereo not given)
    ?, 4%, 1%, -6%, 1%, 0%, -12%, -9%
CC(C)CC(C(=O)N1CCc2ccccc2C1)N1C(=O)c2ccccc2C1=O (stereo not given)
    7%, -6%, -21%, -3%, 4%, -5%, -14%, 4%
O=C(COc1ccc(Cl)cc1)NCc1nnc(SCC(=O)N2CCCc3ccccc32)o1
    4%, -9%, 4%, ?, -13%, -1%, 3%, -2%
Cc1cccc(N2CCN(c3nnnn3-c3ccccc3)CC2C)c1 (stereo not given)
    -7%, 6%, -3%, 3%, -8%, -2%, 18%, 2%
O=S(=O)(c1cccc(NC(=S)N2CCN(c3ccc(F)cc3)CC2)c1)C(F)F
    -18%, 10%, -1%, -14%, 3%, 1%, -26%, -1%
CCOc1ccc(NC(=O)CCCn2c(=S)[nH]c3ccsc3c2=O)cc1
    1%, 4%, -2%, 14%, 0%, -3%, -28%, 4%
O=C(Nc1ccccc1)N1CCc2scc[n+]2-c2ccccc21
    0%, 2%, -2%, ?, -9%, -3%, 1%, ?
CC(=O)c1cccc(NC(=S)N2c3ccccc3CC2C)c1 (stereo not given)
    -20%, -2%, 4%, -1%, 1%, 4%, 1%, 7%
O=C(Cn1cnc2sc(-c3ccccc3)cc2c1=O)NCCc1ccccc1
    -8%, 3%, -2%, ?, 1%, 8%, ?, 27%
CC(C)C(=O)c1cc2c(cc1NC(=O)Nc1cccc3ccccc13)OCCO2
    9%, -14%, -10%, ?, -5%, -7%, 9%, ?
CCOC(=O)N1CCN(CC(=O)c2ccc3c(c2)CCN3C(C)=O)CC1
    1%, 5%, -2%, 25µM*, -4%, -8%, -6%, -12%
CCOCCCNC(=O)C(Cc1ccccc1)NS(=O)(=O)c1ccc2c(c1)c(=O)n(C)c(=O)n2C (stereo not given)
    5%, 0%, 1%, ?, -4%, 6%, -29%&15%, -19%
CCOc1ccccc1N1CCN(c2nc3ccccc3nc2C(C#N)C(=O)OC(C)C)CC1 (stereo not given)
    -2%, 10%, 3%, 3%, -8%, -7%, -5%, 1%
O=C(Cc1coc2ccc3ccccc3c12)NCc1ccccc1
    -1%, 4%, 6%, -13%, -3%, 7%, -3%, 0%
O=C(CN1CCN(S(=O)(=O)c2ccc(Cl)cc2)CC1)Nc1ccc2c(c1)CCC2
    -10%, 7%, 5%, 13%, -14%, 26%, -28%, -5%
CCOC(=O)c1ccc(NC(=O)CN2CCN(c3ccccc3)CC2)cc1
    -4%, -2%, -11%, ?, -4%, -3%, -3%, 3%
COc1cccc(CNC(=O)CCS(=O)(=O)c2cccs2)c1
    7%, 8%, -9%, -4%, -5%, -20%, ?, 0%
COc1cc(C(=O)Nc2ccc(C)cc2)c(-n2cnnn2)cc1OC
    -10%, 3%, 3%, -4%, -4%, 5%, nt, -6%
Cn1nc(C(F)(F)F)c(C#N)c1N1CCN(c2cccc(C(F)(F)F)c2)CC1
    2%, 1%, 0%, 14%, -11%, 4%, -31%[inhibitor], 0%
NCCC1CCCC(CCN)N1 (stereo not given)
    nt, 11%, 13%, 6%, nt, 9%, 5%, -6%
COc1ccc(NC(C)=O)cc1S(=O)(=O)NC(Cc1ccccc1)C(=O)O (stereo not given)
    -1%, -1%, 4%, nt, nt, 3%, nt, 6%
O=C(CO/N=C/c1cccc([N+](=O)[O-])c1)Nc1ccc2ccccc2c1
    -17%, -15%, -1%, ?, -8%, 6%, 12%, -15%
CCSc1ccccc1C(=O)Nc1ccc(S(=O)(=O)NC(C)=O)cc1
    -1%, -10%, 0%, ?, 0%, 2%, nt, 2%
CCNc1ncc2ncc(=O)n(C[C@H]3CCCO3)c2n1
    nt, 4%, ?, ?, nt, ?, -26%, nt
O=S(=O)(NCc1ccccc1)c1ccc(S(=O)(=O)N2CCCC2)cc1
    -7%, 3%, 5%, ?, 13%, -1%, nt, ?
O=[N+]([O-])c1cccc(S(=O)(=O)Nc2nc3ccccc3nc2Nc2cccc(S(=O)(=O)N3CCCCC3)c2)c1
    -6%, 1%, -4%, -4%, -12%, 2%, -52%[inhibitor], -17%
CCOC(=O)CCCC(=O)N1CCOCCOCCN(C(=O)CCCC(=O)OCC)CCOCCOCC1
    16%, 5%, 1%, -6%, 11%, 7%, nt, -11%
COc1cc(C(=O)OCC(C)=O)cc(NC(=O)c2ccco2)c1OC
    6%, 5%, 2%, -3%, 13%, -7%, -2%, -10%
C[C@@H]1CC=C[C@H]2[C@H]1C(=O)N(Cc1ccccc1)[C@H]2c1ccc(/C=C/c2ccccc2)cc1F
    -3%, 6%, -1%, nt, nt, 5%, nt, ?
CC(C)(C)NC(=O)c1cccc2c1C(=O)c1ccccc1-2
    2%, 10%, -3%, nt, nt, -6%, nt, 4%
CCCC(=O)NCCCc1nc2ccccc2n1C
    -2%, -2%, 4%, 8%, 8%, 3%, 15%, -2%
C=CCN(c1ccccc1)S(=O)(=O)c1cccc(C(=O)Oc2ccc3c(C)cc(=O)oc3c2)c1
    0%, 3%, ?, ?, ?, ?, 0%, ?
CCN1CCN(c2cc3c(cc2F)c(=O)c(C(=O)O)cn3C2CC2)CC1
    -4%, 12%&4%, -5%&-4%, ?, -1%[15.4 µM], -5%&25%, -13%&0%, ?

# Record cards, as listed above. Order of screens: GAA glycogen	RGS12 GoLoco inh	GAA spleen mod	ALDH1A1 block	GAA inhib	aGal spleen mod	SMN2 splice enh	JMJD2E inh
# Listed for CCOc1ccc(NC(=O)CCCn2c(=S)[nH]c3ccsc3c2=O)cc1 = 1%	4%	-2%	14%	0%	-3%	-28%	4%
# Listed for CC(C)C(=O)c1cc2c(cc1NC(=O)Nc1cccc3ccccc13)OCCO2 = 9%	-14%	-10%	?	-5%	-7%	9%	?

# (more compounds)
# The line under a structure holds: GAA glycogen, RGS12 GoLoco inh, GAA spleen mod, ALDH1A1 block, GAA inhib, aGal spleen mod, SMN2 splice enh, JMJD2E inh
CC(C)(C)NCc1cc(Br)ccc1OCc1cccs1
    11%, nt, -8%, 9%, ?, -3%, nt, 1%
Cc1cc(NC(=O)CSc2nnc(-c3ccco3)o2)no1
    -3%, -1%, -3%, 4%, -9%, 1%, -10%, -5%
COc1ccc(C2=CC(c3ccc(F)cc3)n3nnnc3N2)cc1 (stereo not given)
    -11%, 1%, 2%, -11%, 0%, -1%, 0%, ?
CCCCN1CNC(=S)N(Cc2ccccc2)C1
    13%, 8%, -3%, 0%, 4%, -5%, -3%, -10%
Cc1ccc2[nH]cc(C(=O)CN3CCOCC3)c2c1
    8%, 17%, -1%, -1%, -11%, 7%, 4%, -4%
Cc1ccc(C(=O)NCCc2ccncc2)cc1
    3%, 0%, -9%, 10%, 1%, -8%, ?, 13%
CCOC(=O)c1nn(-c2ccc(Cl)cc2)c2nc(-c3ccc(C)cc3)c(C#N)c(=O)n12
    -3%, 1%, 1%, ?, ?, -15%, 5%, ?
CC(=O)c1ccc(N2CCN(C(=O)c3nn(Cc4ccccc4)c(=O)c4ccccc34)CC2)cc1
    4%, -9%, -10%, ?, ?, -7%, 5%, ?
CCOc1c(Br)cc(CNC2CCCCCCC2)cc1OC
    -6%, 7%, -5%, -12%, 1%, -6%, -30%, 3%
O=C(O)c1cc2n(n1)CCN(Cc1ccccc1Cl)C2=O
    2%, 5%, 1%, -3%, -11%, -3%, -8%, -1%
COc1cc(NC(=O)c2cc3c(Cl)nc4ccccc4c3s2)cc(OC)c1OC
    -4%, 8%, -19%, -1%, -6%, -5%, -17%, -12%
CCOC(=O)N1CCN(S(=O)(=O)c2cc(Cl)c(OC)cc2Cl)CC1
    -2%, 2%, 3%, -7%, -5%, 3%, -8%, 10%
Cc1cccc(C(=O)C2CCOC(C)(C)C2)c1 (stereo not given)
    8%, -1%, -2%, 22%, ?, -6%, nt, 5%
CCCCCCCCCCCC(=O)NC(C(=O)OCC)C(O)c1cccc([N+](=O)[O-])c1 (stereo not given)
    -9%, 5%, -10%, 7%, 0%, -5%, -28%, 2%
O=C(Nc1nnc(C2CCCCC2)s1)c1ccc(Br)s1
    -8%, 3%, -7%, -1%, -1%, 3%, 3.2µM*, 4%
O=C(NCCOc1ccccc1Cl)C(=O)NCCOc1ccccc1Cl
    -5%, -9%, -17%, -1%, -2%, 8%, 13%, 3%
O=C(N1CCOCC1)n1nnc2ccccc21
    7%, -5%, 3%, -9%, 2%, 2%, 15%, 3%
COc1cc(N2C(=O)NC3CC2(C)Oc2ccccc23)cc(OC)c1OC (stereo not given)
    7%, 0%, -2%, -2%, -9%, -3%, 4%, 3%
C=CCOC(=O)C1=C(C)N=C2SCCC(=O)N2C1/C=C/c1ccccc1OC (stereo not given)
    8%, 7%, -4%, ?, ?, -4%, -16%, -7%
CCN1CCN(C(=O)C2=C(C(=O)O)CCCC2)CC1
    -4%, nt, 1%, -8%, 2%, -15%, nt, -1%
CCOC(=O)c1c(NC(=O)c2ccccc2Br)sc2c1CCc1ccccc1-2
    -6%, -15%, -7%, ?, -5%, -3%, -6%, ?
O=C(/C=C/c1ccc2c(c1)OCO2)Nc1nc(-c2ccc(F)cc2)cs1
    5%, -6%, -4%, -1%, 2%, 4%, -61%[inhibitor], ?
